aGlu spleen mod – inhibits or activates alpha-glucosidase in human spleen homogenate. P10253. human spleen homogenate, 4-MU-alpha-glucoside fluorescence. Potency, µM (highest dose often 79.9 µM), without a hit: at the top dose activity change, negative = inhibition, usual class: inhibitors. actives 0.006% (n = 240,000);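 also: 0% = enzyme with vehicle and -100% = no enzyme basal signal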
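AC50 values come from Hill-equation fits of concentration-response data, normalized to no-enzyme and full-activity controls. Enzyme source: 1 ug human spleen homogenate; 1 mM fluorogenic 4-MU glucoside, pH 5.0 citrate buffer, 37 C, 40 min.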
GLA spleen mod – inhibitors or activators of human alpha-galactosidase in spleen homogenate; human spleen homogenate, 4MU-alpha-Gal fluorescence, 40 min; P06280; actives 0.008% (n = 240,000); Potency, µM (doses to about 80 µM), for inactives: top-dose activity change, negative = inhibition, hits mostly inhibitors;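 also: 0% = enzyme with vehicle and -100% = no enzyme basal signal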
Target sequence (P06280 32-429 limits assumed): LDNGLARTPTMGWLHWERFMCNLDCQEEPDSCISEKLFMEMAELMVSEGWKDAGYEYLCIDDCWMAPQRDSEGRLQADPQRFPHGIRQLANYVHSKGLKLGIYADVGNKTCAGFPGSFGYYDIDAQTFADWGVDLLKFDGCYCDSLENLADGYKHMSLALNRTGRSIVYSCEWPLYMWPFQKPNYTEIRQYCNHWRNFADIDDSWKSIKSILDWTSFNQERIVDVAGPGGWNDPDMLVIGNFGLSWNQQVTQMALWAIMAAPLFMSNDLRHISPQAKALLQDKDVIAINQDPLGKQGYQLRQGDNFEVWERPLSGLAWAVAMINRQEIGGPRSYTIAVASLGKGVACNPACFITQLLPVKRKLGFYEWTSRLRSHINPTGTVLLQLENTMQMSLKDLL
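Human spleen homogenate (1 ug) was the enzyme source, with 4-methylumbelliferyl-alpha-D-galactopyranoside (1 mM final) in pH 5.0 citrate buffer with 0.01% Tween-20. Compounds were titrated; after 40 min at 37C, NaOH/glycine stop, 4-MU fluorescence read; AC50 from Hill fits.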
Numbers without * were called inactive. Calls follow the shape of the dose curve; as a rule, active = well fitted curve in the direction sought with a large enough effect; inconclusive = small, poorly fitted or top-dose-only effect, or another doubt; inactive = no such curve, though single readings can be large; an effect the other way counts as inactive or inconclusive. Potency is read from the fitted curve at half-maximal effect. Only part of the results is shown (hit frequency here may not be typical).

(1) O=c1c2nc(Br)n([C@@H]3O[C@@H]4CO[P@@](O)(=S)O[C@H]4[C@H]3O)c2nc2[nH]c(-c3ccccc3)cn12
(2) CN(C)c1ccc2c(-c3ccccc3)c3ccc(=[N+](C)C)cc-3oc2c1
(3) CC#CC(=O)Nc1cc2c(Nc3ccc(F)c(Cl)c3)ncnc2cn1
(4) CCCCCN(CCCCC)C(=O)[C@H](CCC(=O)O)NC(=O)[C@H](Cc1ccc(OP(=O)(O)O)cc1)NC(C)=O
(5) O=C(N[C@@H](c1ccccc1)[C@H](O)c1ccccc1)[C@@H]1CCCN1C(=O)OCc1ccccc1
(6) CCN1C(C)=C(C(=O)OC(C)C)C(c2ccccc2Cl)C(C(=O)O)=C1C(=O)O (configuration not stated)
(7) C=C1CC2C(=O)N(Cc3ccccc3)C(C(=O)O)C1N2C(=O)OC(C)(C)C (configuration not stated)
(8) Cc1noc(C)c1-c1ccc2ncnc(NCc3cccc(-c4ccccc4)c3)c2c1

entry no.	1	2	3	4	5	6	7	8
aGlu spleen mod	1%	3%	-3%	-1%	-1%	-11%	6%	3%
GLA spleen mod	5%	11%	10%	-2%	-20%	-17%	-13%	2%

(9) O=C1/C(=C/c2ccc(O)c(O)c2)Oc2ccccc21
(10) CC(O)c1cccc2cc(C(O)CNC(C)(C)C)oc12 (configuration not stated)
(11) CC(C)(C)c1ccc(C[C@H](C(=O)O)N2C(=O)c3ccc(C(=O)O)cc3C2=O)cc1
(12) CC(C)CC(NC(=O)C(COC(C)(C)C)NC(=O)C(Cc1ccc(O)cc1)NC(=O)C(CO)NC(=O)C(Cc1c[nH]c2ccccc12)NC(=O)C(Cc1cnc[nH]1)NC(=O)C1CCC(=O)N1)C(=O)NC(CCCN=C(N)N)C(=O)N1CCCC1C(=O)NNC(N)=O (configuration not stated)
(13) O=C1CC[C@@H](C(=O)N[C@@H](Cc2cnc[nH]2)C(=O)N[C@@H](Cc2c[nH]c3ccccc23)C(=O)N[C@@H](CO)C(=O)N[C@@H](Cc2ccc(O)cc2)C(=O)O)N1
(14) c1nc2nc(Nc3ccc(N4CCOCC4)cc3)nc(NC3CCCCC3)c2[nH]1
(15) COc1ccc(-c2ccc(C3C4C=CCC(C)C4C(=O)N3Cc3ccccc3)c(F)c2)cc1C (configuration not stated)
(16) CCCCCc1cc(=O)oc2c(C(CCN3CCCC3)c3ccc4c(c3)OCO4)c(OC)cc(OC)c12 (configuration not stated)

entry no.	9	10	11	12	13	14	15	16
aGlu spleen mod	2%	3%	5%	5%	-1%	4%	-4%	-8%
GLA spleen mod	21%	8%	1%	-30%	-9%	10%	2%	3%

(17) CCC1CC=CC2C1C(=O)N(Cc1ccccc1)C2c1cc(C)ccc1F (configuration not stated)
(18) C[C@H](NC(=O)CNC(=O)[C@@H](NC(=O)[C@H](Cc1ccccc1)NC(=O)CNC(=O)CNC(=O)[C@@H](N)Cc1ccccc1)[C@@H](C)O)C(=O)N[C@@H](CCCN=C(N)N)C(=O)N[C@@H](CCCCN)C(=O)N[C@@H](CO)C(=O)N[C@@H](C)C(=O)N[C@@H](CCCN=C(N)N)C(=O)N[C@@H](CCCCN)C(N)=O
(19) CCC[C@@H]1CCCO[C@@](C(=O)NCCN2CCOCC2)(C(F)(F)F)C1
(20) C/C=C1\COC(C(=O)NCCOCCO)(C(F)(F)F)C=C1C=C1CCCCC1 (configuration not stated)
(21) COc1cccc(CN2CC34CC(c5ccc(C(C)=O)cc5)C(CC3S2(=O)=O)O4)c1 (configuration not stated)
(22) Cc1ccc(CNC(=O)[C@]2(C(F)(F)F)C[C@H](CCc3ccccc3)CCCO2)o1
(23) COc1ccc(C2CC(=O)Oc3c(C(CCN4CCCC(C)C4)c4cc(OC)c(OC)c(OC)c4)c(OC)cc(OC)c32)cc1 (configuration not stated)
(24) COC(=O)[C@H](CCSC)NC(=O)c1ccc(NC[C@@H](N)CS)cc1-c1ccccc1

entry no.	17	18	19	20	21	22	23	24
aGlu spleen mod	-1%	-2%	3%	-2%	5%	2%	-4%	-20%
GLA spleen mod	5%	0%	9%	4%	1%	4%	2%	-9%

(25) O=S(O)CO
(26) O=S1(=O)C2CC3C=CC2(CN1Cc1ccccc1)O3 (configuration not stated)
(27) COc1cc(OC)cc(-c2nnc3n2N=C(c2ccc(OC)cc2OC)CS3)c1
(28) c1ccc(C(OC2CCCN(CCc3ccc4c(c3)OCO4)C2)c2ccccc2)cc1 (configuration not stated)
(29) CCN(CC)/[N+]([O-])=N/Oc1cc(O/N=[N+](\[O-])N(C)C)c([N+](=O)[O-])cc1[N+](=O)[O-]
(30) CC[C@H](C)[C@H](NC(=O)[C@H](C)NC(=O)CNC(=O)[C@H](CCCCN)NC(=O)[C@H](CC(N)=O)NC(=O)[C@H](CO)NC(=O)CN)C(=O)N[C@H](C(=O)NCC(=O)N[C@@H](CC(C)C)C(=O)N[C@@H](CCSC)C(=O)O)[C@@H](C)CC
(31) COc1cc2nccc(Oc3ccc(NC(=O)Nc4ccc(F)cc4F)c(F)c3)c2cc1OC
(32) CC(=O)OCC(NC(=O)C1CCCN1C(=O)OC(C)(C)C)C1OC(n2ccc(=O)[nH]c2=O)C(OC(C)=O)C1OC(C)=O (configuration not stated)

entry no.	25	26	27	28	29	30	31	32
aGlu spleen mod	0%	-8%	2%	-1%	-2%	6%	3%	10%
GLA spleen mod	-14%	-1%	2%	7%	3%	0%	-6%	1%

(33) O=C(CCCC[C@@H]1SC[C@H]2NC(=O)N[C@H]12)Nc1ccc(C(=O)O)cc1
(34) CCN(C/C=C/C#CC(C)(C)C)Cc1cccc(OCc2cc(-c3ccsc3)cs2)c1
(35) COc1cccc(OC)c1-c1cc(C(=O)NC2(C(=O)O)C3CC4CC(C3)CC2C4)nn1-c1ccc(C(=O)N(C)CCCN(C)C)cc1C(C)C (configuration not stated)
(36) Oc1ccc(-c2c(-c3ccccc3)nn3c(C(F)(F)F)cc(C(F)(F)F)nc23)cc1
(37) Cc1noc(C)c1-c1ccc2ncnc(NCc3cccc(Cl)c3)c2c1
(38) O=c1ncccn1[C@@H]1O[C@H](CO)[C@@H](O)[C@H]1O
(39) CCOC(=O)N1C(COCc2ccccc2)C=CCS1(=O)=O (configuration not stated)
(40) COc1cc(OC)c2c(C)cc(=O)oc2c1C(CCN1CCCC(C)C1)c1ccc(N(C)C)cc1 (configuration not stated)

entry no.	33	34	35	36	37	38	39	40
aGlu spleen mod	-2%	-11%	4%	4%	9%	-5%	-10%	0%
GLA spleen mod	0%	0%	21%	1%	-7%	2%	2%	-6%

(41) COc1ccc(C2/C=C\CN(C(=O)c3ccccc3)C(Cc3ccccc3)C(=O)N2Cc2ccc(F)cc2)cc1 (configuration not stated)
(42) COc1ccc(C2/C=C\CN(CC(C)C)C(Cc3ccccc3)C(=O)N2Cc2ccc(F)cc2)cc1 (configuration not stated)
(43) COc1ccc(/C=C/c2ccccc2)cc1C1C2C=CCCC2(C)C(=O)N1Cc1ccccc1 (configuration not stated)
(44) O=C(Cl)CCCCCCCC(=O)Cl
(45) C=C1CCN(C(CC(C)C)C(=O)NCc2ccc(Cl)cc2)S(=O)(=O)c2ccccc21 (configuration not stated)
(46) C=C1CC2C(=O)N(Cc3cc(OC)ccc3OC)C(C(=O)OCC)C1N2C (configuration not stated)
(47) C=C1CCN(C(Cc2ccccc2)C(=O)O)S(=O)(=O)c2ccccc21 (configuration not stated)
(48) COc1ccccc1C1(O)CCN(CCCn2c3ccccc3c3ccccc32)CC1

entry no.	41	42	43	44	45	46	47	48
aGlu spleen mod	1%	-1%	-11%	-4%	-4%	-1%	-6%	3%
GLA spleen mod	3%	15%	1%	2%	1%	-7%	-17%	-8%

(49) Cc1c2c(c(O)c3c(O)cccc13)C(=O)O[C@H]2C1C(N(C)C)C(O)=C(C(N)=O)C(=O)[C@H]1O (some centres not stated)
(50) c1ncc(CCCC2CCNCC2)[nH]1
(51) Cc1nc2c(c(=O)[nH]1)CSCC2
(52) CCOC(=O)C(CCc1ccccc1)NC(C)C(=O)N1Cc2cc(OC)c(OC)cc2CC1C(=O)O (configuration not stated)
(53) COc1ccc2nc3cc(Cl)ccc3c(NCCCN3CCN(CCCNc4c5ccc(Cl)cc5nc5ccc(OC)cc45)CC3)c2c1
(54) CSCC[C@H](NC(=O)[C@H](CC(C)C)NC(=O)CCNC(=O)[C@@H](NC(=O)[C@H](Cc1ccccc1)NC(=O)[C@H](CO)NC(=O)[C@@H](N)CC(=O)O)C(C)C)C(N)=O
(55) Cc1ccccc1C[C@H](C(=O)O)N1C(=O)c2ccc(C(=O)O)cc2C1=O
(56) CC(C)C[C@H](N)C(=O)N[C@H](C(=O)N[C@@H](CCCN=C(N)N)C(=O)N[C@H](CS)C(=O)NCC(=O)N[C@@H](CCCCN)C(=O)N[C@@H](Cc1cnc[nH]1)C(=O)N[C@@H](CO)C(=O)N[C@@H](CCCN=C(N)N)C(=O)O)C(C)C

entry no.	49	50	51	52	53	54	55	56
aGlu spleen mod	4%	6%	6%	10%	-9%	5%	9%	4%
GLA spleen mod	-9%	1%	12%	-11%	25%	-9%	12%	0%

(57) CC1CC=CC2C1C(=O)N(Cc1ccccc1)C2c1ccc2ccccc2c1 (configuration not stated)
(58) C/C=C1\COC(C(=O)NC)(C(F)(F)F)C=C1C=C1CCCCC1 (configuration not stated)
(59) O=C(O)C(Cc1ccc2c(c1)oc1ccccc12)NCP(=O)(O)O (configuration not stated)
(60) CCOC(=O)[C@H](Cc1ccc(O)cc1)NC(=O)c1ccccc1
(61) CC(C)=CCC/C(C)=C/CC/C(C)=C/CC/C(C)=C/C(=O)O
(62) C=C1CCN(C(CC(C)C)C(=O)NCCCc2ccccc2)S(=O)(=O)c2ccccc21 (configuration not stated)
(63) C=C1CCN(C(CC(C)C)C(=O)NCc2ccc(Cl)c(Cl)c2)S(=O)(=O)c2ccccc21 (configuration not stated)
(64) COc1ccc(-c2ccc(F)cc2)cc1C1C2C=CCC(C)C2C(=O)N1Cc1ccccc1 (configuration not stated)

entry no.	57	58	59	60	61	62	63	64
aGlu spleen mod	-9%	-13%	9%	1%	-10%	-11%	-12%	0%
GLA spleen mod	-17%	9%	-7%	0%	0%	-13%	19%	-15%

(65) O=C(O)c1ccc2c(c1)C(=O)N([C@H](Cc1ccc(F)cc1)C(=O)O)C2=O
(66) CCc1c2c(nc3ccc4c(c13)OCCO4)-c1nc3ccccc3c(=O)n1C2
(67) COC(=O)C1=C[C@@H](C(=O)OC)C2C3=C(C(=O)[C@]2(CC(C)C)NC(=O)c2ccccc2)[C@H](C)n2c(=O)n(-c4ccccc4)c(=O)n2[C@@H]3C1 (some centres not stated)
(68) OC1OC[C@@H](O)[C@H](O)[C@H]1O (some centres not stated)
(69) N[C@@H](COC(c1cccc(F)c1)c1ccccc1OCc1ccccc1)C(=O)O (some centres not stated)

entry no.	65	66	67	68	69
aGlu spleen mod	4%	7%	-1%	-7%	0%
GLA spleen mod	7%	7%	13%	12%	3%

By substructure, the entries above with a Cl atom.
(3) CC#CC(=O)Nc1cc2c(Nc3ccc(F)c(Cl)c3)ncnc2cn1
(6) CCN1C(C)=C(C(=O)OC(C)C)C(c2ccccc2Cl)C(C(=O)O)=C1C(=O)O (configuration not stated)
(37) Cc1noc(C)c1-c1ccc2ncnc(NCc3cccc(Cl)c3)c2c1
(44) O=C(Cl)CCCCCCCC(=O)Cl
(45) C=C1CCN(C(CC(C)C)C(=O)NCc2ccc(Cl)cc2)S(=O)(=O)c2ccccc21 (configuration not stated)
(53) COc1ccc2nc3cc(Cl)ccc3c(NCCCN3CCN(CCCNc4c5ccc(Cl)cc5nc5ccc(OC)cc45)CC3)c2c1
(63) C=C1CCN(C(CC(C)C)C(=O)NCc2ccc(Cl)c(Cl)c2)S(=O)(=O)c2ccccc21 (configuration not stated)

entry no.	3	6	37	44	45	53	63
aGlu spleen mod	-3%	-11%	9%	-4%	-4%	-9%	-12%
GLA spleen mod	10%	-17%	-7%	2%	1%	25%	19%

Screening data deposited in PubChem BioAssay by National Center for Advancing Translational Sciences (NCATS).
